Screening results from PubChem.
NR2E3 ag-1: NR2E3 (human) agonism | Q9Y5X4 | GST-NR2E3/biotin-RetCOR TR-FRET, 1536-well | inhibition of corepressor binding, % at 4.78 µM | 320,000 tested, 0.12% active | AID 2300;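 active = percent inhibition above the cutoff of mean plus 3 SD of all tested compounds, set per screening campaign, cut at about 20% in these data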;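 note: 0% = DMSO wells and 100% = biotin wells as full block of FRET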
Target sequence (Q9Y5X4 whole entry, looked up): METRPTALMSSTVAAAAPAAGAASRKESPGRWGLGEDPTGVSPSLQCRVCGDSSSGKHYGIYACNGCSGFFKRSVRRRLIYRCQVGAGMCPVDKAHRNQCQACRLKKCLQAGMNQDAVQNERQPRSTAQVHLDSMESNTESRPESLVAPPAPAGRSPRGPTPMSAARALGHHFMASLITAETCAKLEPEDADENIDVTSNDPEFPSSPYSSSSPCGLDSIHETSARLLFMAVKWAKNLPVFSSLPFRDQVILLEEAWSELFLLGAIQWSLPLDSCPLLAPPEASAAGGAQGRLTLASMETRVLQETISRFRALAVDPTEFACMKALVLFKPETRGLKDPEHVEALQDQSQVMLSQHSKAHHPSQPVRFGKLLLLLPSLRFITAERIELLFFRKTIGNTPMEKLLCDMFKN
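Material: NR2E3–RetCOR corepressor complex / Amount: 1.35 nM GST-NR2E3 / Medium: Tris pH 7.5 / Compound: single nominal compound dose of 4.8 µM / Incubation: 5 h at 4 °C / Technique: TR-FRET, Eu(K)-anti-GST donor, streptavidin-D2 acceptor, ex 340, em 617/671 nm / Read-out basis: percent loss of FRET ratio relative to control wells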
HTR2A ag: activates the mouse 5-HT2A serotonin receptor. P35363. CHO-K1 mHTR2A beta-arrestin complementation, luminescence; percent of 30 µM serotonin response. activation, % at 7.6 µM. 360,000 tested, 0.66% active. AID 624169;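 active = activation above a run cutoff, the mean activation of all tested compounds plus 3 SD, cut at about 14% in these data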;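 note: 0% = plate median of compound wells and 100% = 30 µM serotonin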
NR2E3 ag-2: human photoreceptor-specific nuclear receptor agonism; CHO-S Gal4-NCOR/VP16-NR2E3 two-hybrid, luciferase; inhibition of corepressor binding, % at 3.98 µM; 360,000 tested, 0.35% active; AID 602229;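 active = inhibition above the mean of all tested compounds plus 3 SD, cut at about 70% in these data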;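 note: 0% = DMSO with NR2E3 transfected cells and 100% = cells lacking NR2E3 construct; higher means lower luciferase signal from less NR2E3 corepressor binding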
Peg3 prom inh: Peg3 promoter activity inhibition | HeLa PEG-Prom luciferase reporter, luminescence, overnight | 360,000 tested, 1.7% active | AID 588405 | inhibition, % at 20 µM;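 active = inhibition of at least 50% at 20 µM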
Shn3 3UTR inh: reduces Shn3 3'UTR luciferase signal in osteoblasts; Clone20 osteoblast Shn3 3'UTR firefly luciferase, 24 h; 360,000 tested, 0.52% active; AID 588674; inhibition, % at 12.5 µM;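 active = mean inhibition of at least 75% with every replicate also reaching 75%; inconclusive = mean inhibition at least 75% but some replicate below; inactive = mean inhibition below 75%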;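 note: 0% = median of neutral control wells and 100% = pilot-screen positive control compound; some compounds past the cut are filed as inactive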
CaV13 FRET inh: Disruptors of the CACNA1D IQ motif to Ca2+-dependent inactivation inhibitor domain association, primary screening, Förster resonance energy transfer in intact living … | 340,000 tested, 0.098% active | HEK cells, CFP/YFP FRET ICDI-IQ, plate reader, 10 min; percent FRET-ratio fall versus neutral wells | inhibition, % at 12.3 µM | AID 743397;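 active = mean replicate inhibition of at least 30% and at least 1% of replicates passing that level; inconclusive = only one of the two criteria is met; inactive = neither criterion is met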;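 note: 0% = median of the neutral control wells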
Cardio protect: protects H9c2 cardiomyocytes from peroxide injury | AID 588492 | protection from H2O2 cell death, % at 20 µM | 360,000 tested, 0.63% active | H2O2 injury protection, ATPLite, 2 h;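 active = compounds giving at least 50% protection of heart cells from peroxide-induced death in the single-dose screen, raw or plate-pattern-corrected value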;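 note: 0% = DMSO wells with peroxide and 100% = DMSO wells without peroxide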
MITF TRPM1 inh: MITF TRPM1 promoter inhibition in SK-MEL-5 cells | 330,000 tested, 0.83% active | inhibition, % at 12.5 µM | SK-MEL-5 TRPM1 promoter luciferase, 24 h;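 active = mean inhibition across replicates of 60% or more, whatever share of single replicates reaches that level; inconclusive = some that reach 60%, reason not given; inactive = mean inhibition across replicates below 60%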; note: values of inactives mirror those of a sister screen read the other way
hiPSC survival: hiPSC single-cell survival enhancement; survival enhancement, % at 20 µM; AID 602274; 360,000 tested, 0.044% active; ATPlite luminescence; 100% = ROCK inhibitor wells, 0% = DMSO; in the data active = survival enhancement above about 18%;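 note: cells exposed to compounds for 16 hours before the ATP read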
HIF-2a block: inhibitors of HIF-2a | AID 624352 | inhibition, % at 18.8 µM | 786-0 RCC cells HIF-2a reporter, luciferase luminescence, overnight | 360,000 tested, 0.72% active;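 active = inhibition of the luminescence signal of 40% or more relative to plate controls, in a single-dose primary screen at 18.75 µM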
PDI turbidity: PDI (human) enzyme inhibition | PDI insulin aggregation turbidity, A650, 90 min | inhibition, % at 10 µM | 350,000 tested, 0.052% active | P07237 | AID 588391;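 active = mean inhibition across replicates of 30% or more, whatever share of single replicates reach that level; inconclusive = mean inhibition below 30% while every single replicate reaches 30%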;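 note: absorbance from insulin aggregation driven by PDI reduction with DTT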
Target sequence (P07237 whole entry, looked up): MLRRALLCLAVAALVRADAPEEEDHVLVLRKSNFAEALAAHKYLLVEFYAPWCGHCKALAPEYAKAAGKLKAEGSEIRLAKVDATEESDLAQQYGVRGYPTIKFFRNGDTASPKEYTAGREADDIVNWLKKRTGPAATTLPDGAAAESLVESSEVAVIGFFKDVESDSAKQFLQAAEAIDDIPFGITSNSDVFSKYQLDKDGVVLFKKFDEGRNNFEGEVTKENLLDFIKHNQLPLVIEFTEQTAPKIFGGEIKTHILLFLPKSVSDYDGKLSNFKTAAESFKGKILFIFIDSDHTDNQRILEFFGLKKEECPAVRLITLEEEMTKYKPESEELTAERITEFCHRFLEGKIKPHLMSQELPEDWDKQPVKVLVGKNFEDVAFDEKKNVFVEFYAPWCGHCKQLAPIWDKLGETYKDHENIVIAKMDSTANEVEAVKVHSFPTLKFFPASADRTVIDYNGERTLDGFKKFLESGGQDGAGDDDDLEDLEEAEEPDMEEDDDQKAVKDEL
An asterisk follows results filed as active; ? = inconclusive; / = no result given.

Order of results: NR2E3 ag-1 | NR2E3 ag-2 | Peg3 prom inh | HIF-2a block | Cardio protect | Shn3 3UTR inh | HTR2A ag | PDI turbidity | hiPSC survival | CaV13 FRET inh | MITF TRPM1 inh
> COCCn1c(Cc2ccccc2)nnc1SCC(=O)Nc1oc(C)c2c(C)n[nH]c(=O)c12
    -3 | 1 | 4 | -9 | 2 | 8 | 6 | 5 | 0.2 | -11 | -4
> Cc1ccc(CNC(=O)c2ccc([N+](=O)[O-])o2)cc1
    -1 | -1 | 2 | 9 | 2 | -16 | -2 | -7 | -2.2 | -3 | 51
> CC(C)(C)OC(=O)C[C@H]1C/C=C\C[C@@H](CC(=O)NCCO)C(=O)N2CCC[C@H]2COC1=O
    / | -7 | -9 | 9 | 16 | -32 | 4 | -7 | 1.4 | -9 | 7
> O=C(CC12CC3CC(CC(C3)C1)C2)N/N=C/c1ccncc1
    1 | -27 | 1 | 18 | 1 | 9 | -5 | -4 | -1.6 | -5 | 0
> Cc1ccc(S(=O)(=O)CNC(=O)c2ccccc2)cc1
    2 | -2 | 3 | 9 | 6 | -3 | 0 | 2 | 2.1 | / | 1
> Cc1ccc(NC(=O)c2c(C)noc2C)cc1
    -2 | -16 | 3 | 13 | 8 | -5 | 12 | 2 | 0.6 | / | 0
> Cc1cc2cc3n(c2nn1)N=C(Cl)CC3
    / | -2 | -24 | -26 | 6 | 16 | -2 | 8 | -4.1 | -6 | /
> CCCCn1c(SCC(=O)c2ccc3c(c2)OCCO3)nnc1-c1ccco1
    -1 | -29 | 7 | 13 | 10 | 6 | 0 | 9 | 0.3 | -5 | 3
> COC(=O)c1sccc1NC(=O)c1cccc(F)c1
    -1 | -7 | 19 | 6 | -2 | 9 | 2 | 9 | -0.2 | 3 | 22
> COC(=O)c1ccc(N2CCN(CC(=O)c3ccc(-c4ccccc4)cc3)CC2)c([N+](=O)[O-])c1
    5 | -79 | -112 | -110 | -21 | -10 | 0 | -2 | 1.3 | / | 19
> Nn1c(SCC(=O)Nc2ccc3c(c2)OCO3)nnc1-c1ccncc1
    -1 | -10 | 7 | 9 | 12 | -21 | 0 | -7 | -0.6 | -4 | -6
> CN(CC(=O)Nc1cccc2c1CCCC2)S(=O)(=O)c1ccccc1
    -2 | -11 | 7 | -1 | -5 | -9 | 1 | 2 | -2.2 | -3 | 1
> Cc1cc(C)cc(NC(=O)Nc2cccnc2)c1
    / | -21 | -49 | -47 | 2 | 1 | 0 | ? | -0.4 | -4 | /
> O=C(Cc1ccc([N+](=O)[O-])cc1)c1ccccc1
    / | -53 | -101 | -141 | -4 | -16 | -9 | -5 | 0.8 | -7 | -36
> CC(=O)Nc1sc2c(c1C#N)CCC(C)C2 (configuration not stated)
    0 | 1 | -30 | -33 | -4 | -27 | -1 | 5 | 0.3 | 1 | -15
> O=C1CCCc2ccccc2N1Cc1cccc(Cl)c1
    4 | -17 | 22 | 22 | 3 | 12 | -2 | -1 | -1.0 | -3 | 24
> C[C@@]12C(=O)N(CC3CCCO3)CC(=O)N1[C@H]1c3ccccc3OC[C@@H]1[C@@H]2c1ccccc1 (some centres not stated)
    -4 | 4 | -3 | 8 | -3 | -8 | -3 | 7 | -2.8 | -5 | -7
> S=C(NCCN1CCOCC1)Nc1ccc(Cl)c(Cl)c1
    5 | -31 | -16 | -19 | -5 | -19 | -2 | 3 | -3.4 | -5 | 1
> CCOC(=O)c1cnn(CC2CCCCC2)c1N
    0 | -23 | -33 | -42 | 5 | -4 | 6 | -3 | -0.5 | -5 | -20
> O=S(=O)(Nc1ccc2c(c1)CCC2)c1cccs1
    -1 | -6 | -24 | -50 | -2 | -7 | -1 | 3 | 0.3 | -5 | -2
> O=C(NC1CCCCC1)N1CCCC(c2nc(-c3ccc(S(=O)(=O)N4CCCC4)cc3)no2)C1 (configuration not stated)
    -1 | -35 | 34 | -3 | -13 | 48 | 1 | -10 | -0.3 | -7 | 18
> O=C1CN(C(=O)COc2ccc([N+](=O)[O-])cc2Cl)c2ccccc2N1
    2 | -20 | -103 | -233 | -1 | -76 | 4 | 3 | 0.2 | -3 | -39
> O=C(c1cc(-c2ccncc2)nc2ccccc12)N1CCN(S(=O)(=O)/C=C/c2ccccc2)CC1
    1 | -4 | 36 | 26 | 47 | -5 | -4 | -3 | -2.9 | -4 | 13
> O=C(Nc1ccccc1C(=O)N1CCOCC1)c1noc2c1CCCC2
    5 | 20 | 9 | 5 | 8 | 7 | -1 | 5 | -0.1 | -8 | -9
> CC(C)CNC(=O)CC(=O)N/N=C/c1ccc(Br)cc1
    6 | -20 | -20 | -23 | 9 | -19 | -3 | -10 | -1.2 | / | -1
> O=C1CC(NNC(=O)c2ccc(Br)cc2)C(=O)N1 (configuration not stated)
    1 | 3 | -4 | 17 | 5 | -16 | 5 | -4 | 1.3 | 2 | 11
> CCOc1ccccc1NC(=O)CCNS(=O)(=O)c1cccc2nonc12
    -4 | -4 | 6 | 14 | 2 | 3 | -2 | 11 | -0.6 | -8 | 5
> Cc1ccc2c(c1)C(N1CCCC1=O)CC(c1ccco1)N2 (configuration not stated)
    0 | -82 | -289 | -196 | -45 | -26 | 8 | -5 | -2.1 | -4 | -18
> CCOC(=O)C1(CCc2ccccc2)CCN(C(=O)c2cnc(C)cn2)CC1
    1 | -24 | -37 | -80 | 1 | -1 | 0 | -1 | 0.5 | -1 | -18
> COc1ccc(C(CCN2CCOCC2)c2c(OC)cc(OC)c3c(C)cc(=O)oc23)cc1 (configuration not stated)
    1 | -19 | 3 | -2 | 6 | -1 | -8 | 0 | 1.4 | -12 | 0
> COc1cc(C(C(=O)NCc2ccccc2)N(C(=O)c2snc(C(N)=O)c2N)C2CCCC2)cc(OC)c1OC (configuration not stated)
    2 | -5 | 23 | 10 | -4 | 7 | 2 | 6 | 2.5 | -4 | 8
> COc1ccc(N2C(=O)C(CC(N)=O)N(NC(=O)c3cccc(OC)c3)C2=S)cc1 (configuration not stated)
    -1 | -12 | -15 | -35 | 0 | -24 | -2 | -12 | 3.2 | / | 2
> C=C1c2cccc(C(F)(F)F)c2O[C@H](C(=O)OCC)[C@H]1OC
    / | 3 | -15 | -10 | -1 | -32 | -2 | 3 | -1.9 | -9 | -2
> O=C(/C=C/c1ccccc1)NC(NC(=S)Nc1ccc(Cl)cc1)C(Cl)(Cl)Cl (configuration not stated)
    -2 | 11 | 38 | 16 | -22 | ? | 10 | 5 | -0.6 | -5 | 55
> CCC1=NN(C(=O)CCc2ccc3c(c2)OCO3)C(O)(C(F)(F)F)C1 (configuration not stated)
    2 | -15 | 2 | 8 | -11 | -13 | 2 | -1 | -1.7 | -5 | -42
> CC(C)(C)c1ccc(/C=C/C(=O)O)s1
    5 | 13 | -1 | -2 | -1 | -5 | -1 | -3 | -0.3 | 0 | 13
> Cc1cc(C)cc(C(=O)NC2C(=O)N3C(C(=O)O)=C(CSc4nnc(C)s4)CSC23)c1 (configuration not stated)
    1 | -23 | 11 | 8 | 3 | -7 | 1 | 4 | 0.7 | 11 | 2
> CCCCCCCCCCCC1N=C(N)NC(CCCO)=C1C(=O)OC (configuration not stated)
    / | -2 | 96* | 38 | -22 | 25 | 1 | 21 | -1.4 | -17 | -8
> COc1ccc(Cl)cc1NC(=O)c1cccc([N+](=O)[O-])c1O
    / | 45 | 26 | -55 | -14 | 8 | -5 | 5 | -1.7 | -6 | -5
> Cc1ccccc1-n1c(SCC(=O)c2cc(C)n(C)c2C)nnc1-c1cccnc1
    0 | -16 | 11 | 1 | 4 | 17 | 6 | 0 | 0.9 | / | 4
> CCC(=O)Nc1ncc2c(n1)CC(c1ccco1)CC2=O (configuration not stated)
    4 | -26 | 14 | 0 | 5 | -13 | -5 | -2 | -0.4 | -5 | -7
> CCCc1nc(SCC(=O)N2CCN(c3ccccc3)CC2)c2c(=O)n(C)c(=O)n(C)c2n1
    -1 | 4 | 40 | 9 | 24 | 35 | -2 | / | 4.3 | -3 | /
> CN1C(=O)C(CC(=O)NCCc2ccccc2)N(NC(=O)c2ccc(Cl)cc2)C1=S (configuration not stated)
    0 | 7 | 2 | 21 | 3 | 2 | -4 | 0 | -0.6 | -6 | 6
> CCOC(=O)Nc1cccc2ccccc12
    -1 | 15 | 11 | -17 | 0 | -18 | 0 | 1 | -2.2 | -10 | -8

In the list so far, 7 contain a Cl atom.
Order of results: NR2E3 ag-1 | NR2E3 ag-2 | Peg3 prom inh | HIF-2a block | Cardio protect | Shn3 3UTR inh | HTR2A ag | PDI turbidity | hiPSC survival | CaV13 FRET inh | MITF TRPM1 inh
> Cc1cc2cc3n(c2nn1)N=C(Cl)CC3
    / | -2 | -24 | -26 | 6 | 16 | -2 | 8 | -4.1 | -6 | /
> O=C1CCCc2ccccc2N1Cc1cccc(Cl)c1
    4 | -17 | 22 | 22 | 3 | 12 | -2 | -1 | -1.0 | -3 | 24
> S=C(NCCN1CCOCC1)Nc1ccc(Cl)c(Cl)c1
    5 | -31 | -16 | -19 | -5 | -19 | -2 | 3 | -3.4 | -5 | 1
> O=C1CN(C(=O)COc2ccc([N+](=O)[O-])cc2Cl)c2ccccc2N1
    2 | -20 | -103 | -233 | -1 | -76 | 4 | 3 | 0.2 | -3 | -39
> O=C(/C=C/c1ccccc1)NC(NC(=S)Nc1ccc(Cl)cc1)C(Cl)(Cl)Cl (configuration not stated)
    -2 | 11 | 38 | 16 | -22 | ? | 10 | 5 | -0.6 | -5 | 55
> COc1ccc(Cl)cc1NC(=O)c1cccc([N+](=O)[O-])c1O
    / | 45 | 26 | -55 | -14 | 8 | -5 | 5 | -1.7 | -6 | -5
> CN1C(=O)C(CC(=O)NCCc2ccccc2)N(NC(=O)c2ccc(Cl)cc2)C1=S (configuration not stated)
    0 | 7 | 2 | 21 | 3 | 2 | -4 | 0 | -0.6 | -6 | 6
